JMJD2A Tudor inh – qHTS Assay for Inhibitors of JMJD2A-Tudor Domain; Lysine-specific demethylase 4A (Homo sapiens), O75164; AlphaScreen JMJD2A-Tudor / H3K4me3 peptide binding; Potency, µM (doses to about 114 µM), for the others: at the highest dose activity change, negative = inhibition, actives largely listed as inhibitors; actives 4.4% (n = 390,000); also: potency is read from the fitted curve at half-maximal effect; % is scaled to controls: 0 for no effect and ±100 for the full control effect; nearly all actives have a fitted effect of over 50% in size
Pin1 inhibitor – qHTS Assay to Find Inhibitors of Pin1. Peptidyl-prolyl cis-trans isomerase NIMA-interacting 1 (Homo sapiens), Q13526. Pin1 FP peptide displacement, HiFluor488, 10 min. Potency, µM (highest dose often 115 µM), without a hit: at the highest dose activity, negative = inhibition, most hits filed as inhibitors. actives 0.009% (n = 390,000). AID 504891, 2011; active = well fitted inhibition curve with a large enough effect in the polarisation, with a control signal flat, not every such curve was filed as active; inconclusive = small, poorly fitted or top-dose-only effect, or effect the other way, or a change in a side signal; inactive = no such curve, though single readings can be large or run the other way; the % refers to the polarisation; also: potency is read from the fitted curve at half-maximal effect; % is scaled to controls: 0 for no effect and ±100 for the full control effect
Target sequence (Q13526 whole entry, looked up): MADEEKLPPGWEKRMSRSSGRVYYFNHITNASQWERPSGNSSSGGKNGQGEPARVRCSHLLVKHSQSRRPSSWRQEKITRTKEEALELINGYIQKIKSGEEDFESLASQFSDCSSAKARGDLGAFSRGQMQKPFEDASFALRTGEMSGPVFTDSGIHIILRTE
GLS inhibitor – qHTS for Inhibitors of Glutaminase (GLS); Glutaminase kidney isoform, mitochondrial (Homo sapiens), O94925; GLS enzymatic activity, qHTS titration; Potency, µM (top dose mostly 45.5 µM), for the others: at the highest dose activity change, negative = inhibition, hits mostly inhibitors; actives 0.21% (n = 410,000); AID 624170, 2012; also: potency is read from the fitted curve at half-maximal effect; % is scaled to controls: 0 for no effect and ±100 for the full control effect
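Coupled fluorescence readout: glutamate oxidase/HRP/Amplex Red detect glutamate formed by hKGA from L-glutamine (1 mM solution added). Buffer 45 mM KH2PO4 pH 8.2, 0.02% Tween-20; reads at t0 and 30 min RT.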
G9a block – qHTS Assay for Inhibitors of Histone Lysine Methyltransferase G9a; actives 8.8% (n = 350,000); Potency, µM (titrated, usually from 102 µM), without a hit: at the highest dose activity, negative = inhibition, hits mostly inhibitors; Histone-lysine N-methyltransferase EHMT2 (Homo sapiens), Q96KQ7; G9a H3K9 monomethylation, AlphaScreen, 2 h; also: potency is read from the fitted curve at half-maximal effect; % is scaled to controls: 0 for no effect and ±100 for the full control effect; nearly all actives have a fitted effect of over 75% in size
Target sequence (Q96KQ7 913-1193 limits assumed): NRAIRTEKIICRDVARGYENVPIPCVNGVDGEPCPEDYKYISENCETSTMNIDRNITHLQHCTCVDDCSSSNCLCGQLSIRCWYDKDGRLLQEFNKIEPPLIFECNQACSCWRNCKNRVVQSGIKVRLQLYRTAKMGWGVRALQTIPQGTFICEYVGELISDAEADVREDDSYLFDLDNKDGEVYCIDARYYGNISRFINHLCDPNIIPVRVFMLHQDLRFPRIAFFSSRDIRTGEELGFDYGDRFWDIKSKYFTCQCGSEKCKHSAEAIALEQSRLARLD
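Methyltransferase reactions run at room temperature for 2 h (20 nM enzyme, 500 nM biotin-H3K9 peptide, 20 uM SAM) after a 15 min compound preincubation; product detected by AlphaScreen beads and anti-H3K9me1 antibody.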
PI4K2A inh – qHTS for small molecular inhibitors of PI4K2A | Phosphatidylinositol 4-kinase type 2-alpha (Homo sapiens), Q9BTU6 | purified PI4K2A, ADP-Glo luminescence, 1 h; stronger effect = lower value | activity change, negative = inhibition, % at 76.9 µM | actives 0.13% (n = 420,000); in the data active = activity change below about -50%; inconclusive = mostly about -30% to -49%;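 also: -100% = wells without enzyme as full effect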
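ADP-Glo luminescence measured ADP generated by PI4K2A enzyme (4 ug/mL before mixing) with 1.2 mM PI substrate (pre-mix) and 300 microM ATP (pre-mix). Tris pH7.5 buffer with MgCl2, Triton X-100; 1 h reaction at ambient temperature.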
ERG-DNA inh – qHTS for Small Molecule Inhibitors of the ERG Ets/DNA interaction; Transcriptional regulator ERG (Homo sapiens), P11308; fluorescence polarization, His-ERG Ets domain / labelled DNA; Potency, µM (top dose mostly 76.9 µM), inactives show at the highest dose FP activity, negative = inhibition, hits mostly inhibitors; actives 0.028% (n = 370,000); AID 624246, 2012; active = well fitted inhibition curve with a large enough effect in the polarisation, with a control signal flat; inconclusive = small, poorly fitted or top-dose-only effect, or effect the other way, or a change in a side signal; inactive = no such curve, though single readings can be large or run the other way; the % refers to the polarisation;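 also: polarization taken with two DNA probes labelled with fluorescein and Texas red; potency is read from the fitted curve at half-maximal effect; % of control where 0% means no effect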
Target sequence (P11308 whole entry, looked up, the tested form may be a part): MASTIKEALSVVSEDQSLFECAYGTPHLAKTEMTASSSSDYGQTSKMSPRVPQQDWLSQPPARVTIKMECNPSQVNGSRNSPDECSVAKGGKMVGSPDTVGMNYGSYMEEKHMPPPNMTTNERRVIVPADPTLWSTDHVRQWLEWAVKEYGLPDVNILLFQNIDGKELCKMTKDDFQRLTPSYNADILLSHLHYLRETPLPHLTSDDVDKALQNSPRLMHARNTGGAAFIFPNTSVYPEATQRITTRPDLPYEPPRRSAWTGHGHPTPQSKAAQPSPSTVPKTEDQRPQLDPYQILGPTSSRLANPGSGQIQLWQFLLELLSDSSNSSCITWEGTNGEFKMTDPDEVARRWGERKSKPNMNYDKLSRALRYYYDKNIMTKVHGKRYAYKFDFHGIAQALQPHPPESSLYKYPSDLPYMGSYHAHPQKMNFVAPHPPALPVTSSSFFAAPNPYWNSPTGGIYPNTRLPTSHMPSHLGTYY
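His-tagged ERG Ets domain (1 uM in the protein solution; 300mM KCl, 50mM Tris-HCl, 1mM EDTA, 1mM DTT, pH 7.5) received compound, then a probe mix of 5 nM fluorescein-DNA and 100nM Texas-615-DNA. Fluorescence polarization was read for both dyes.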
Tb PGK inh – qHTS Assay to Find Inhibitors of Phosphoglycerate Kinase; AID 602233, 2012; actives 0.043% (n = 380,000); Phosphoglycerate kinase, glycosomal (Trypanosoma brucei brucei), P07378; Potency, µM (top dose mostly 57.5 µM), for inactives: at the top dose activity change, negative = inhibition, most hits filed as inhibitors; PGK/GAPDH coupled, Kinase-Glo luminescence, 60 min; also: potency is read from the fitted curve at half-maximal effect; % is scaled to controls: 0 for no effect and ±100 for the full control effect; nearly all actives have a fitted effect of over 60% in size
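Luminescent ATP detection (Kinase-Glo Plus) follows a 60-minute room-temperature incubation, with wells lacking PGK as controls. Buffer: 100 mM TEA (pH 7.6), 5 mM MgCl2, 0.01% Tween-20. Coupling enzyme GAPDH (100 nM final) supplies unstable 1,3-BPG in-well.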
HP1b chromo inh – HTS for Inhibitors of HP1-beta Chromodomain Interactions with Methylated Histone Tails; Chromobox protein homolog 1 (Homo sapiens), P83916; AlphaScreen HP1-beta / biotin-H3K9me3 peptide binding; Potency, µM (titrated, usually from 114 µM), inactives show top-dose activity change, negative = inhibition, most hits filed as inhibitors; actives 0.56% (n = 390,000); also: potency is read from the fitted curve at half-maximal effect; nearly all actives have a fitted effect of over 70% in size; inactives centre near 23
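Compound inhibition of the preformed complex between 50 nM HP1-beta and 50 nM biotinylated H3K9me3 peptide was read by AlphaScreen. Buffer was PBS pH 7.4 with 0.01% Tween-20. Incubations ran 30 min at room temperature, with 10 ug/mL donor/acceptor beads.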
BAZ2B inh – qHTS Assay for Inhibitors of BAZ2B. actives 4.4% (n = 360,000). Potency, µM (series often up to 114 µM), for inactives: at the highest dose activity change, negative = inhibition, actives largely listed as inhibitors. AlphaScreen BAZ2B-H3K14Ac peptide displacement; also: potency is read from the fitted curve at half-maximal effect; % is scaled to controls: 0 for no effect and ±100 for the full control effect; nearly all actives have a fitted effect of over 60% in size
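In this displacement format the biotinylated H3(5-23) peptide acetylated at Lys14 serves as ligand at 50 nM, with BAZ2B at 50 nM in PBS pH 7.4 containing 0.01% Tween-20. Donor and acceptor beads are 10 ug/mL final.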
The depositor's hits bear a star; i = inactive; ? = inconclusive; . = not tested or not shown; [ ] = another dose, or the depositor's remark. Unless noted, calls follow the shape of the dose curve; as a rule, active = well fitted curve in the direction sought with a large enough effect; inconclusive = small, poorly fitted or top-dose-only effect, or another doubt; inactive = no such curve, though single readings can be large; an effect the other way counts as inactive or inconclusive.

Keys – A = JMJD2A Tudor inh; B = Pin1 inhibitor; C = GLS inhibitor; D = G9a block; E = PI4K2A inh; F = ERG-DNA inh; G = Tb PGK inh; H = HP1b chromo inh; I = BAZ2B inh
[1] O=C(c1ccc2c(c1)OCO2)N1CCc2ccccc21
  A = 0.7%; B = -2.4%; C = -2.7%; D = 19.1%; E = -7.4; F = 6.4%; G = -2.0%; H = 35.0%[activator]; I = ?
[2] COc1ccc(N2C(=O)c3ccc(C(=O)Nc4cc(OC)ccc4OC)cc3C2=O)cc1
  A = -9.0%; B = -6.2%; C = 1.0%; D = 50.7%[activator]; E = -1.4; F = 5.0%; G = i; H = 40.1%[activator]; I = 0.8%
[3] Cc1ccc(-c2nnc(NC(=O)c3ccc4c(c3)OCCO4)o2)c(C)c1
  A = -2.3%; B = 1.7%; C = -1.9%; D = 52.1%[activator][59 µM]; E = -0.6; F = -4.2%; G = 7.4%; H = 30.9%[57 µM]; I = 5.7%
[4] CC1=NNC(=O)C1CCC(=O)N/N=C/c1ccc(Cl)cc1Cl (stereo unspecified)
  A = -12.3%; B = -0.2%; C = 10.3%; D = ?; E = -1.0; F = 3.1%; G = -0.4%; H = 39.0%; I = -12.2%
[5] Cn1ncc(Cl)c1C(=O)N1CCN(c2ccc(F)cc2)CC1
  A = -2.9%; B = -0.1%; C = -5.4%; D = .; E = -3.1; F = 9.5%; G = 1.9%; H = 27.2%; I = 9.3%
[6] Cc1cc(NC(=O)CCC(=O)N(C(C(=O)NC(C)(C)C)c2ccccc2Cl)C(C)(C)C)no1 (stereo unspecified)
  A = -5.3%; B = 5.9%; C = -3.9%; D = 23.3%; E = -7.8; F = -5.8%; G = -7.9%; H = -5.0%; I = -0.2%
[7] COc1ccc(OC)c(S(=O)(=O)N/N=C(/C)c2ccc3c(c2)OCO3)c1
  A = -1.4%; B = 5.8%; C = 5.5%; D = 31.6µM*; E = 1.8; F = 2.2%; G = 9.9%; H = 48.7%[activator]; I = -12.7%
[8] O=C(O)/C=C/C(=O)NCCC(c1ccccc1)c1ccccc1
  A = -11.7%; B = 5.9%; C = 9.1%; D = .; E = 2.7; F = 0.0%; G = 14.0%; H = 5.4%; I = -12.6%
[9] CCOc1cc(/C=C2/SC(=S)NC2=O)ccc1OC(=O)c1ccco1
  A = ?; B = 5.7%; C = 0.0%; D = 12.6µM*; E = 2.2; F = 37.9%[activator]; G = 2.1%; H = ?; I = 39.8µM*
[10] Cc1cccc(C(=O)Nc2ccc(S(=O)(=O)N3CCOCC3)cc2C)c1
  A = -4.8%; B = -2.8%; C = 4.6%; D = -6.2%[0.501 µM]; E = -0.3; F = -0.3%; G = -6.3%; H = 19.4%; I = ?
[11] CCN(CC)c1ccc(/C=C2\SC(N)=NC2=O)cc1
  A = -17.4%; B = ?; C = 6.0%; D = -15.8%; E = 1.3; F = 7.3%; G = -7.8%; H = 22.4%; I = -2.5%
[12] CC(=O)N1CCC(N(CCCOC(C)C)S(=O)(=O)c2ccc([N+](=O)[O-])cc2)CC1
  A = -17.7%; B = 2.3%; C = -1.7%; D = ?; E = -3.3; F = 0.5%; G = -5.7%; H = 34.7%; I = -1.8%
[13] COc1cc(C2C(C#N)=C(N)Oc3cc(C)n(CCN4CCOCC4)c(=O)c32)cc(OC)c1OC (stereo unspecified)
  A = 9.0%; B = 1.6%; C = 2.2%; D = 8.2%[59 µM]; E = 5.6; F = 6.5%; G = -8.8%; H = 24.7%; I = 8.1%
[14] COc1ccc(N2CCN(C(CNC(=O)C(=O)NCCC3=CCCCC3)c3ccco3)CC2)cc1 (stereo unspecified)
  A = -15.0%; B = -7.1%; C = 42.4%[activator]; D = ?; E = 7.4; F = 0.8%; G = -0.7%; H = 4.8%; I = 3.8%
[15] N#CCCn1cc(/C=N/NC(N)=S)c(-c2ccc(-c3ccccc3)cc2)n1
  A = ?; B = 3.0%; C = 15.4%; D = ?; E = 1.1; F = 0.9%; G = 0.2%; H = -9.8%; I = -38.6%
[16] CCOc1ccccc1NC(=O)CN1C(=O)COc2ccc(S(=O)(=O)NC3CCCC3)cc21
  A = -18.5%; B = 8.6%; C = 4.9%; D = -26.1%[59 µM]; E = -4.0; F = -4.4%; G = 5.5%; H = 28.2%; I = -4.5%
[17] CC(NC(=O)CSc1ccc(S(=O)(=O)N2CCOCC2)cn1)c1ccc(Cl)cc1Cl (stereo unspecified)
  A = 6.0%; B = -2.3%; C = 0.2%; D = .; E = -1.9; F = -2.5%; G = 1.5%; H = 36.0%[activator]; I = .
[18] CC(C)(C)NC(=O)CN(C(=O)Cn1nnc(-c2ccc(Cl)cc2)n1)C1CCN(Cc2ccccc2)CC1
  A = -19.7%; B = 5.0%; C = 9.3%; D = 1.5%[59 µM]; E = 11.6; F = 2.7%; G = 3.6%; H = 9.3%; I = 6.5%
[19] O=c1cc(-c2ccc(O)cc2)oc2c(O)c(O)c(O)c(O)c12
  A = 39.8µM*; B = ?; C = 11.2µM*; D = 20µM*; E = -21.5; F = -0.7%; G = 4.47µM*; H = ?; I = 44.7µM*
[20] CN(C(=O)c1ccc2c(=O)n3c(nc2c1)CCCCC3)c1cccc(Cl)c1
  A = -10.7%; B = 3.4%; C = 2.6%; D = 17.7%; E = 0.1; F = -1.7%; G = 2.5%; H = 9.3%; I = 4.2%
[21] CCN1CCN(c2ncnc3c2cnn3-c2ccc(C)cc2C)CC1
  A = -18.4%; B = 3.6%; C = 3.0%; D = -2.6%[59 µM]; E = 1.0; F = 5.7%; G = -0.8%; H = 5.1%; I = 3.3%
[22] O=C(COc1ccccc1C(=O)NCc1ccccc1)Nc1ccccc1
  A = -18.1%; B = 2.5%; C = -0.9%; D = 12.2%[2.33 µM]; E = 1.7; F = 2.7%; G = 6.0%; H = 37.9%; I = -5.9%
[23] O=C(Cn1c(-c2ccc(Cl)cc2)noc1=O)N1CCN(c2ccccc2F)CC1
  A = -9.6%; B = -1.8%; C = 6.4%; D = 9.4%; E = 0.6; F = -7.2%; G = 4.4%; H = 33.0%; I = 2.0%
[24] CC(C)c1ccc(NC2CCCN(C(=O)CCN3CCOCC3)C2)cc1 (stereo unspecified)
  A = -24.8%; B = -0.8%; C = 1.0%; D = ?; E = -0.5; F = 13.2%; G = -2.3%; H = 14.9%; I = -23.2%
[25] CC/C(=N\NC(=O)C1CC1)c1cccc(Cl)c1
  A = 3.6%; B = -3.2%; C = 0.0%; D = 17.1%[0.0925 µM]; E = 2.3; F = -17.4%; G = 2.4%; H = 35.4%; I = -3.7%
[26] CC(C)[C@H](NC(=O)c1ccccc1F)C(=O)NCc1ccc(S(N)(=O)=O)cc1
  A = 5.6%; B = 0.4%; C = -7.4%; D = 14.6%; E = -4.3; F = 1.1%; G = -8.4%; H = 28.5%; I = 6.9%

In another format: entries from further up
[22] O=C(COc1ccccc1C(=O)NCc1ccccc1)Nc1ccccc1
[23] O=C(Cn1c(-c2ccc(Cl)cc2)noc1=O)N1CCN(c2ccccc2F)CC1
[24] CC(C)c1ccc(NC2CCCN(C(=O)CCN3CCOCC3)C2)cc1 (stereo unspecified)
[25] CC/C(=N\NC(=O)C1CC1)c1cccc(Cl)c1
[26] CC(C)[C@H](NC(=O)c1ccccc1F)C(=O)NCc1ccc(S(N)(=O)=O)cc1
entry no.,22,23,24,25,26
JMJD2A Tudor inh,-18.1%,-9.6%,-24.8%,3.6%,5.6%
Pin1 inhibitor,2.5%,-1.8%,-0.8%,-3.2%,0.4%
GLS inhibitor,-0.9%,6.4%,1.0%,0.0%,-7.4%
G9a block,12.2%[2.33 µM],9.4%,?,17.1%[0.0925 µM],14.6%
PI4K2A inh,1.7,0.6,-0.5,2.3,-4.3
ERG-DNA inh,2.7%,-7.2%,13.2%,-17.4%,1.1%
Tb PGK inh,6.0%,4.4%,-2.3%,2.4%,-8.4%
HP1b chromo inh,37.9%,33.0%,14.9%,35.4%,28.5%
BAZ2B inh,-5.9%,2.0%,-23.2%,-3.7%,6.9%

Assay outcomes (PubChem)

Not a hit list. About 11% of those tested had a hit in this group.
